Runt-CBFb FRET: blocks binding of human RUNX1 Runt domain to CBFb | Cerulean-Runt/Venus-CBFb FRET ratio 530/480, 1 h | 0.46% of 220,000 active | inhibition, % at 20 µM;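 active = inhibition over about 50% at 20 µM in the single-dose screen, limit read from the data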;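 also: 0% = DMSO wells and 100% = excess unlabeled CBFb competitor control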
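Buffer or medium: Tris pH 7.5 buffer with BSA. Assay system: Cerulean-labeled Runt domain protein. Amount: each fluorescent fusion protein 100 nM. Read-out basis: loss of energy transfer signal. Incubation: 1 h compound exposure, room temperature. Probe or stimulus: Venus-CBFb binding partner, 100 nM. Detection: FRET, excitation 422 nm, emission at 530 and 480 nm.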
RBBP9 inhibitor: blocks human serine hydrolase RBBP9 | O75884 | recombinant RBBP9, FP-Rh probe fluorescence polarization | inhibition, % at 7.94 µM | 0.2% of 220,000 active | AID 1515;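 active = inhibition above the campaign mean of all tested compounds plus 3 SD, cut at about 14% in these data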;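 also: plate controls were DMSO wells with RBBP9 for no effect and wells lacking RBBP9 protein for full effect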
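Controls: DMSO-treated enzyme wells and wells lacking RBBP9 | Material: RBBP9 protein | Technique: Fluorescence polarization | Replication: Single well per compound, no replicates | Buffer or medium: Tris-NaCl-Pluronic buffer, pH 8.0 | Timing: 30 min compound preincubation, 45 min probe labeling, 25 °C | Read-out basis: Percent inhibition from mP, scaled between DMSO and no-protein wells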
NPY-Y1 PAM-ag: potentiators or agonists of human neuropeptide Y receptor Y1; P25929; NPY-Y1 expressing cells, potentiator/agonist activation; activation, % at 3.6 µM; 0.37% of 220,000 active; in the data active = activation above about 33%, passing the limit was not always enough;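 also: cells stimulated with NPY at EC10 then isoproterenol at EC100; 0% = low agonist plus stimulus and 100% = saturating agonist plus stimulus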
NPY2 pot ag: potentiates or activates human NPY-Y2 receptor | P49146 | cells expressing NPY-Y2, potentiator/agonist read-out | activation, % at 3.6 µM | 0.45% of 220,000 active | AID 1359; in the data active = activation above about 27%;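 also: cells stimulated with NPY near EC25 plus isoproterenol at EC100; 0% = vehicle plus submaximal agonist and 100% = vehicle plus saturating agonist; some results beyond the cut were filed as inactive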
Target sequence (P49146 whole entry, looked up): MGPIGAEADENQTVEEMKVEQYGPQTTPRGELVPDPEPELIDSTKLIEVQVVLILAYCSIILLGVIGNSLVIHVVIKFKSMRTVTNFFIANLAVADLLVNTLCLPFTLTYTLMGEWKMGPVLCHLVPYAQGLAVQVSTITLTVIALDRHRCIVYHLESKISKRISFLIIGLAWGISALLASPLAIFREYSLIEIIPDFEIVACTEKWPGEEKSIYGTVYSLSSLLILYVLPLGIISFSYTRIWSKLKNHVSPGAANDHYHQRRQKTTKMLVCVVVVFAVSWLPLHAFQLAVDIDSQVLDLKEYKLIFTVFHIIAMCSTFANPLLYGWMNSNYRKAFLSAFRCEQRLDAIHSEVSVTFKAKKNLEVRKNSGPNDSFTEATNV
NPY-Y1 antag: blocks the human neuropeptide Y Y1 receptor; P25929; HEK293-CNG Y1 cells, membrane potential fluorescence; NPY at EC95, then isoproterenol; inhibition, % at 3.6 µM; 1% of 200,000 active;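 active = inhibition above the campaign mean inhibition of all tested compounds plus 3 SD, cut at about 20% in these data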;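 also: 0% = DMSO wells given NPY plus isoproterenol and 100% = isoproterenol alone without NPY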
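Assay system: HEK293 cells with Y1 receptor plus CNG channel | Probe or stimulus: NPY (25 nM), isoproterenol (1 µM), Ro 20-1724 (25 µM) | Timing: Compound incubation 1 h at room temperature, readout 45 min post-stimulation | Measured by: Membrane-potential fluorescent dye readout | Benchmarks: High control isoproterenol alone, low control NPY with isoproterenol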
MDM2 E3 inh: Mdm2 E3 ligase (human) inhibition; signal enhancement, % at 5 µM; Q00987; 0.11% of 210,000 active; cell-based MDM2 ubiquitination luciferase reporter, 2 h; 0 = plate control, 100 = twice control, blank-subtracted;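 active = signal enhancement of 30% or more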;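 also: luminescence tracks abundance of the self-degrading MDM2-luciferase fusion protein; higher signal means inhibition of MDM2 E3 ligase activity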
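System: stable MDM2–luciferase fusion reporter cells / Input: 2000 cells seeded into each well / Schedule: 4 h settle plus 2 h compound, 37 °C / Compound: single-point 5 µM / Buffer or medium: cells held in DMEM / Benchmarks: control and blank well means / Evaluation: percent signal gain over controls, blank-subtracted / Measured by: luciferase luminescence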
p97 inhibitor: inhibitors of human p97 ATPase. P55072. recombinant p97 ATPase, Kinase-Glo ATP luminescence, 3 h. inhibition, % at 8 µM. 0.42% of 220,000 active; in the data active = inhibition above about 15%;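 also: 0% = DMSO vehicle and 100% = wells lacking enzyme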
Runt-SMMHC FRET: Runt domain-CBFb-SMMHC interaction inhibition | 0.74% of 220,000 active | Q01196+Q13951 | inhibition, % at 20 µM | AID 1434 | Cerulean-Runt/Venus-CBFb-SMMHC FRET ratio 530/480, 1 h;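 active = mean inhibition across duplicate retests at 20 µM reaching about 50%, limit read from the data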;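 also: 0% = DMSO wells and 100% = wells with excess untagged CBFb-SMMHC; inhibitors lower the FRET ratio by blocking Runt binding to CBFb-SMMHC; some results filed as inactive read as strong as hits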
Hck Nef HTS: human Hck-Nef kinase inhibition. P08631. Recombinant Hck-YEEI plus Nef, Z-Lyte FRET kinase assay. inhibition, % at 20 µM. 0.68% of 220,000 active. AID 463187;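 active = Hck-Nef kinase inhibition above about 50%, limit read from the data; inactive = inhibition below that limit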;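 also: 0% = DMSO with Hck plus Nef and 100% = Hck alone without Nef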
Target sequence (P08631 whole entry, looked up): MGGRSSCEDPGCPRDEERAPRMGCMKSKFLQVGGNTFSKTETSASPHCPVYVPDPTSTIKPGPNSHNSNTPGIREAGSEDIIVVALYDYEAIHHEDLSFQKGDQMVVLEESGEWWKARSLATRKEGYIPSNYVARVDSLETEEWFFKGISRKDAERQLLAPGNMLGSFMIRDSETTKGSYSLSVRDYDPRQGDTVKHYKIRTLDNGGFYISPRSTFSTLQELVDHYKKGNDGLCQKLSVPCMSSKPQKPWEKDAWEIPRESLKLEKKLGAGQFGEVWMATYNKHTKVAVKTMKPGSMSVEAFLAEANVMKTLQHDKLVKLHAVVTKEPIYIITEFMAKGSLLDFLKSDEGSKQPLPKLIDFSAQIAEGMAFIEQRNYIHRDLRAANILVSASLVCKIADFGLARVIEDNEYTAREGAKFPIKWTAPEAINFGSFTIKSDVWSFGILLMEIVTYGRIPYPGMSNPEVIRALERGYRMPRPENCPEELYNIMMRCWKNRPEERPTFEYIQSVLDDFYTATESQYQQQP
The depositor's hits bear a star; · = no result given.

Each structure is followed by: Runt-CBFb FRET, RBBP9 inhibitor, NPY-Y1 PAM-ag, NPY2 pot ag, NPY-Y1 antag, MDM2 E3 inh, p97 inhibitor, Runt-SMMHC FRET, Hck Nef HTS
> COC(C)(C)[C@H](O)COc1c2ccoc2cc2oc(=O)ccc12
  0, -8, 1, 5, -2, ·, 1, 5, -2
> Cc1ccccc1C(=O)Nc1ccc(N2CCOCC2)nc1
  -1, -6, 0, 0, 8, -11, -3, 0, -1
> Cc1ccc(S(=O)(=O)N(C)C)cc1NC(=O)COC(=O)c1ccc2c(c1)OCO2
  0, -2, 0, 0, 1, -10, 6, 4, 0
> COc1cc(OC)cc(C(=O)N[C@@H](CCSC)c2nc3ccccc3[nH]2)c1
  -1, -7, -7, 12, 0, -20, 4, 2, 21
> Cc1ccc(C(=O)COC(=O)CNC(=O)c2ccc(Br)o2)cc1[N+](=O)[O-]
  0, -6, 6, 2, ·, -13, 4, 0, 17
> Cn1c(CN2CCN(CCO)CC2)c(C#N)c2ccccc21
  1, -6, 20, -17, ·, -4, 4, 1, 13
> Cn1c(=O)c2c(nc(NCCO)n2C)n(C)c1=O
  2, -8, 0, 13, 4, 4, 5, 0, 10
> C#CC[N+]1(CC#Cc2cccc(C)c2)CCCCC1
  -1, -3, -6, 2, 10, 6, -5, 0, 16
> CC(C)Nc1nc(-c2ccccn2)nc(-c2ccccc2)c1C#N
  -2, -9, 6, 3, 1, 0, 1, 2, 20
> COc1nc(Nc2ccc(-c3nc4ccccc4o3)cc2)nc(N2CCOCC2)n1
  ·, -8, -4, 1, -4, ·, 14, ·, 27
> Cc1cc(CNC(=O)c2ccc(C)c([N+](=O)[O-])c2)c2ccccc2n1
  0, -4, -19, 2, -5, 9, 7, 0, -5
> Nc1nonc1N/N=C/c1c(O)ccc2ccccc12
  5, 0, 13, 16, -1, -15, 2, 7, 17
> Cn1c(=O)c(=O)n(C)c2cc(S(=O)(=O)N3CCc4ccccc43)ccc21
  1, -3, -24, 6, -10, -13, 2, 3, 2
> Cc1cccc(C)c1NC(=O)CCS(=O)(=O)c1cccc2nsnc12
  0, 1, 14, -4, -1, -15, 0, -2, 1
> FC(F)(F)c1cccc(OCCN2CCN(Cc3ccccc3)CC2)c1
  -1, -10, -29, -15, 8, 3, -7, 5, 0
> Cc1cc(C)n(-c2cccc(F)n2)n1
  -15, 9, -2, -2, -1, 12, 3, -4, 22
> COc1ccc(C(=O)Nc2ccc(NC(=O)c3ccco3)c(Cl)c2)cc1OC
  -1, -8, -3, 5, -4, -3, -5, -3, 0
> CCOc1cc(/C=C/C(=O)OCC(=O)NC2CCS(=O)(=O)C2)ccc1OCc1ccccc1 (configuration not stated)
  -11, -11, -14, -4, 7, -7, 2, -18, 27
> Cc1c(C=O)c2ccccc2n1CC(=O)NCc1ccc2c(c1)OCO2
  -1, -1, 2, -2, -3, -19, 2, 2, 22
> CN(C)CCC(O)c1ccccc1 (configuration not stated)
  1, 2, -5, 1, ·, -19, 1, -3, 12
> CCc1ccc(CC2(O)CC(C)N(C)CC2C)cc1 (configuration not stated)
  0, -1, -14, 8, -1, -3, 4, 0, 1
> CCn1c(SCc2nc3ccccc3s2)nnc1-c1ccccc1
  0, -6, -4, 4, 14, -5, -6, 1, 3
> CCOC(=O)c1ccc(NC(=S)Nc2cc(C)cc(C)n2)cc1
  0, -8, -4, -2, -1, -1, 1, 2, 20
> Cc1ccccc1NC(=O)N1C2CCC1CC(O)(c1cccnc1)C2 (configuration not stated)
  ·, -4, -3, -16, -1, 2, -4, -4, -1
> O=C(Nc1cccc(CCc2ccccn2)c1)c1ccc(Cl)cc1
  -1, -8, -11, -23, 19, -8, -7, 1, -24
> c1cc2c3c(cccc3c1)C(N1CCCCCC1)=N2
  -17, 9, 3, 4, 4, -13, 4, 60, 2
> COc1ccc(-c2c(C(C)=O)c(C)n(C)c2C)cc1
  -3, -1, -14, 0, -5, -21, 6, -7, 4
> COc1ccc(C2=NN(C(=O)CCCC(=O)O)C(c3cn(-c4ccccc4)nc3-c3ccccc3)C2)cc1 (configuration not stated)
  3, -13, 8, -14, ·, -17, -16, -3, 109*
> FC(F)(F)c1cccc(NC(=S)NCc2ccccc2)c1
  1, -4, 12, 5, -3, -8, 0, -3, 2
> CC12C=CC3(CN(Cc4ccccc4)C(=O)C3C1C(=O)NCc1ccco1)O2 (configuration not stated)
  -1, -7, -10, -11, 0, -4, -5, -1, -1
> COc1ccc2c(c1OC)C(=O)N(c1cccc(C)c1)C2=O
  -3, -4, 2, 4, 3, -10, -6, -2, 1
> Cc1cn(C(=O)c2cccc(Br)c2)c(C)n1
  -2, -8, -14, -14, 6, ·, 6, 3, 1
> Cc1cccn2c(=O)c3cc(C(N)=S)c(=N)n(CCCOC(C)C)c3nc12
  57*, -4, -12, 4, 1, -1, 1, 65*, 27
> CCC(=O)N1CCn2c1nc1ccccc12
  1, -9, -4, 0, 2, 2, 7, 4, 0
> COc1ccc(C2(C(=O)Nc3ccc(C)cc3)CCOCC2)cc1
  -1, -2, -13, 9, 4, -27, 2, -2, 3
> Cc1onc(-c2ccccc2)c1C(=O)n1cccn1
  0, 1, -7, -6, 0, -2, -1, 1, 3
> Cc1nn(-c2cc(N3CCOCC3)ccc2[N+](=O)[O-])c(=O)c2ccccc12
  4, -1, 10, 16, -6, 0, 1, 2, 1
> CC(=O)NC(=S)Nc1cc(C(=O)O)ccc1Cl
  2, -6, 2, 13, 3, -13, 8, -2, 36
> CN(C)Cc1cc(CN(C)C)c(O)c(CCc2ccccc2)n1
  1, -8, 5, -19, 13, -5, -5, -2, 0
> COc1cc(Nc2cc(C)nc3ncnn23)cc(OC)c1OC
  1, -4, -1, -5, 3, -5, 10, -2, -1
> Cc1nn(Cc2ccc(Cl)cc2)c2sc(C(=O)OCC(N)=O)cc12
  2, -3, -4, -2, 2, -15, -7, 2, 1
> COC(=O)[C@@H]1[C@@H](C#N)C2(c3ccccc3-c3ccccc32)N(c2ccc(Cl)cc2)N1C#N
  -2, -9, 18, 6, -4, 1, -3, -5, 2
> CCn1c2ccccc2c2cc(NC(=O)C(C)C)ccc21
  ·, 2, -6, -6, 2, 6, 5, -2, 0
> CCn1c(C)nc2cc(C(=O)NNC(=S)Nc3ccccc3OC)ccc21
  -1, 0, -34, -25, ·, -8, 8, 3, 9
> C=C(C)Cn1c(SCCN2CCOCC2)nc2c1c(=O)[nH]c(=O)n2C
  -2, -8, -13, -16, 1, 15, -1, -1, 9
> C=CCOc1c(Br)cc(CNc2ccc3[nH]c(=O)[nH]c3c2)cc1OCC
  6, -6, 21, 16, -4, -10, 1, 3, 2
> COc1ccc(-c2csc(N3CCOCC3)n2)cc1OC
  2, 3, 12, -3, -11, -7, -1, 4, 0
> CNC(=O)CSc1nnc(C2CC2)n1-c1ccccc1
  1, -1, 15, -5, -6, -6, 2, 0, 4
> COc1ccc(Cn2c(-c3ccco3)nc3oc4ccccc4c(=O)c3c2=O)cc1
  -4, 9, -9, 9, 6, -11, 8, -3, 3
> CC(=O)Nc1nc(CCC(C)C)cc2c1c(=O)oc1ccccc12
  0, 6, -9, 7, -2, -8, 4, -3, 5

(more compounds)
Each structure is followed by: Runt-CBFb FRET, RBBP9 inhibitor, NPY-Y1 PAM-ag, NPY2 pot ag, NPY-Y1 antag, MDM2 E3 inh, p97 inhibitor, Runt-SMMHC FRET, Hck Nef HTS
> CC(=O)Nc1ccc(NC(=O)C(F)(F)F)cc1
  -2, -4, 14, 8, -2, 4, -3, -2, 1
> COCC(=O)Nc1ccc2c(c1)OCO2
  3, 0, 6, -28, 6, -19, 6, -4, 25
> O=C(COC(=O)c1cccnc1Nc1cccc(C(F)(F)F)c1)NCCN1C(=O)CSC1=O
  -8, -9, -21, 0, 1, -24, 2, -5, 2
> CCc1ccc(Nc2nnc(SCn3nnc4ccccc4c3=O)s2)cc1
  -3, -12, -45, -8, 6, 1, -4, -2, -1
> CCCCC1(C)OC(=O)C(=Cc2ccc(N(C)C)cc2)C(=O)O1 (configuration not stated)
  0, -3, -5, -3, 7, -21, 4, -4, 1
> Cc1c(C(=O)OCC(C)C)[nH]c2c1C(=O)CC(c1cccs1)C2 (configuration not stated)
  0, -11, -3, -23, 30*, -21, -4, 2, -16
> COc1cc(/C=N/Nc2nc3ccccc3s2)ccc1O
  9, 0, 14, 11, ·, -11, 8, -2, 30
> Cc1ccc(N(CC(=O)NC(C)(C)C)C(=O)CNC(=O)c2cccs2)cc1C
  1, -4, 13, 0, 4, -5, 3, -1, 24
> CCN(CC)S(=O)(=O)c1ccc(C)c(NC(=S)NNC(=O)C2CC2)c1
  0, -6, 17, 10, -3, 3, 8, 3, 7
> COCCN=C1NN=C(c2cc(C)n(CC3CCCO3)c2C)CS1 (configuration not stated)
  6, -3, -11, -4, 3, -85, -2, 0, -3
> O=C(NC1CCc2ccccc21)c1cc(COc2c(F)cccc2F)on1 (configuration not stated)
  2, -1, -27, -27, ·, 3, -5, -2, 7
> COC(=O)c1ccccc1OCC(=O)N1CCN(c2ccc(OC)cc2)CC1
  -1, -2, 21, 7, 0, -23, -5, 3, -2
